Source: PubChem BioAssay
BioA inh – inhibitors of Mycobacterium tuberculosis BioA enzyme; purified M. tuberculosis BioA enzyme, plate reader; 0.096% of 360,000 active; AID 602481; inhibition, % at 9.99 µM; in the data active = inhibition above about 40%
Starred values were filed as active, the others as inactive. An excerpt; rates above refer to the full screens.

No.	Compound	BioA inh
1	C[C@@H]1CN([C@@H](C)CO)C(=O)c2cc(C#CC3(O)CCCC3)cnc2O[C@@H]1CN(C)C(=O)C1CCOCC1	-1.9
2	CN1C(=O)c2cc(NC(=O)c3cscn3)ccc2OC[C@H]2O[C@@H](CC(=O)N3CCCCC3)CC[C@H]21	0.5
3	CCCNC(=O)N1C[C@@H](C)[C@@H](OC)CN(C)C(=O)c2cc(NS(=O)(=O)CC)ccc2OC[C@@H]1C	0.8
4	CN(C)C(=O)[C@@H]1[C@@H](CO)[C@@H]2Cn3c(ccc(-c4ccncc4)c3=O)[C@@H]2N1Cc1ccccc1F	0.5
5	COc1ccccc1-c1cnc2c(c1)C(=O)N([C@@H](C)CO)C[C@H](C)[C@H](CN(C)C(=O)CN(C)C)O2	-1.6
6	Cc1ccc(S(=O)(=O)Nc2ccc3c(c2)CC(=O)N([C@@H](C)CO)C[C@H](C)[C@@H](CN(C)C)O3)cc1	4.6
7	C[C@@H]1CCCCO[C@@H](CN(C)S(=O)(=O)c2cccs2)[C@@H](C)CN([C@H](C)CO)C(=O)c2cc(NC(=O)Nc3ccccc3)ccc2O1	0.7
8	CN1C[C@@H]2[C@H](c3ccccc31)[C@H](CO)N2C(=O)C1CCOCC1	-2.0
9	C[C@@H]1CN([C@H](C)CO)C(=O)c2cc(NC(=O)C3CC3)ccc2O[C@@H]1CN(C)S(=O)(=O)c1cccs1	-2.5
10	O=C(NCC[C@@H]1CC[C@@H](NS(=O)(=O)c2ccc(F)cc2)[C@H](CO)O1)c1ccc2c(c1)OCO2	6.5

Copied from above, compounds 3–4
No.	Compound	BioA inh
3	CCCNC(=O)N1C[C@@H](C)[C@@H](OC)CN(C)C(=O)c2cc(NS(=O)(=O)CC)ccc2OC[C@@H]1C	0.8
4	CN(C)C(=O)[C@@H]1[C@@H](CO)[C@@H]2Cn3c(ccc(-c4ccncc4)c3=O)[C@@H]2N1Cc1ccccc1F	0.5

(cont.)
No.	Compound	BioA inh
11	CC(=O)N(C)C[C@@H]1Oc2ncc(C#Cc3ccncc3)cc2C(=O)N([C@H](C)CO)C[C@@H]1C	13.5
12	COc1ccc(NC(=O)Nc2ccc3c(c2)CC(=O)N([C@H](C)CO)C[C@H](C)[C@@H](CN(C)Cc2ccc(-c4ccccc4)cc2)O3)cc1	0.3
13	CCNC(=O)[C@@H]1[C@@H](CO)[C@@H]2Cn3c(ccc(-c4ccccc4)c3=O)[C@@H]2N1Cc1ccccn1	0.5
14	COc1ccc(CN(C)C[C@@H]2Oc3ccc(NC(=O)CCC(F)(F)F)cc3C(=O)N([C@@H](C)CO)C[C@H]2C)cc1	-2.0
15	COc1ccc(NC(=O)Nc2ccc3c(c2)C(=O)N([C@H](C)CO)C[C@H](C)[C@@H](CN(C)CC2CCCCC2)OCCCC[C@H](C)O3)cc1	-1.1
16	O=C(C[C@H]1CC[C@@H]2[C@H](COC[C@@H](O)CN2S(=O)(=O)c2ccccc2)O1)Nc1ccccc1	0.3
17	C[C@H]1CN([C@@H](C)CO)C(=O)c2cc(NC(=O)CCCN(C)C)ccc2O[C@H]1CN(C)Cc1ccccc1	-1.9
18	C[C@H]1CN([C@@H](C)CO)C(=O)c2cc(NC(=O)Cn3cnnn3)ccc2O[C@@H]1CN(C)S(=O)(=O)c1cccs1	2.2
19	CCC(=O)N1C[C@H](C)[C@H](OC)CN(C)C(=O)c2ccc(NC(=O)C3CCCCC3)cc2OC[C@H]1C	0.7
20	COc1ccc(S(=O)(=O)Nc2cccc3c2O[C@H](CN(C)S(=O)(=O)c2ccc(F)cc2)[C@@H](C)CN([C@H](C)CO)C3=O)cc1	0.1
21	CO[C@@H]1CN(C)C(=O)c2cc(NC(=O)C3CC3)ccc2OC[C@H](C)N(Cc2ccccc2)C[C@H]1C	2.3
22	COc1ccccc1CN1[C@@H]2c3cccc(=O)n3C[C@@H]2[C@@H](CO)[C@@H]1C(=O)NCc1ccccc1	-2.0
23	O=S(=O)(N[C@H]1CC[C@@H](CCn2cc(C3CC3)nn2)O[C@H]1CO)c1ccc(F)cc1	-1.8
24	O=C(CCN1CCCCC1)NCC[C@H]1CC[C@@H](NS(=O)(=O)c2cccc(Cl)c2)[C@@H](CO)O1	-0.9
25	COc1ccc(CN(C)C[C@@H]2OCCCC[C@H](C)Oc3ccc(NC(=O)CCC(F)(F)F)cc3C(=O)N([C@@H](C)CO)C[C@@H]2C)cc1	2.1
26	C[C@H]1CN([C@@H](C)CO)C(=O)c2cccc(NC(=O)C3CC3)c2O[C@@H]1CN(C)Cc1ccc(C(F)(F)F)cc1	-1.1
27	CN1C(=O)c2cc(NC(=O)C3CCCC3)ccc2OC[C@@H]2O[C@@H](CC(=O)Nc3ccccc3)CC[C@H]21	-0.7
28	COc1ccc(S(=O)(=O)Nc2ccc3c(c2)C(=O)N([C@@H](C)CO)C[C@@H](C)[C@H](CN(C)Cc2ccc(C(=O)Nc4ccccc4N)cc2)O3)cc1	2.8
29	CC(C)CC#Cc1cnc2c(c1)C(=O)N([C@H](C)CO)C[C@@H](C)[C@H](CN(C)C(=O)Cc1ccccc1)O2	2.1
30	COc1ccc(CN2C[C@@H](O)COC[C@H]3O[C@@H](CC(=O)N4CCc5ccccc5C4)CC[C@@H]32)cc1	2.0

Part of the list above, field by field:
(26) C[C@H]1CN([C@@H](C)CO)C(=O)c2cccc(NC(=O)C3CC3)c2O[C@@H]1CN(C)Cc1ccc(C(F)(F)F)cc1
  BioA inh: -1.1

(27) CN1C(=O)c2cc(NC(=O)C3CCCC3)ccc2OC[C@@H]2O[C@@H](CC(=O)Nc3ccccc3)CC[C@H]21
  BioA inh: -0.7

Further structures
No.	Compound	BioA inh
31	C[C@H](CO)N1C[C@H](C)[C@@H](CN(C)C(=O)c2cccnc2)Oc2cc(C3=CCCC3)ccc2S1(=O)=O	0.7
32	C[C@@H]1CN([C@@H](C)CO)C(=O)c2cc(NS(C)(=O)=O)ccc2O[C@H]1CN(C)Cc1ccc(Cl)c(Cl)c1	2.4
33	CCCN(C)C[C@@H]1Oc2ncc(C#CC3CC3)cc2C(=O)N([C@H](C)CO)C[C@H]1C	-2.6
34	C[C@@H]1CN([C@@H](C)CO)C(=O)c2cc(NS(=O)(=O)c3ccccc3)ccc2O[C@@H](C)CCCCO[C@H]1CN(C)S(=O)(=O)c1cccs1	0.4
35	C[C@H](CO)N1C[C@H](C)[C@H](CN(C)S(=O)(=O)c2cn(C)cn2)Oc2ccc(NS(=O)(=O)c3ccccc3)cc2CC1=O	1.1
36	O=C(N[C@H]1CC[C@@H](CCNS(=O)(=O)c2ccc(Cl)cc2)O[C@@H]1CO)c1cccnc1	2.2
37	C[C@H]1CN([C@@H](C)CO)C(=O)c2cc(-c3cccc(F)c3)cnc2O[C@H]1CN(C)C(=O)Nc1ccccc1F	3.9
38	O=C(N[C@H]1C=C[C@@H](CC(=O)N2CCOCC2)O[C@H]1CO)c1cccc(F)c1	-1.3
39	O=C(Nc1ccc2c(c1)[C@H]1C[C@H](CC(=O)N3CCOCC3)O[C@H](CO)[C@H]1O2)C1CCOCC1	0.0
40	C[C@@H]1CCCCO[C@@H](CN(C)Cc2ccncc2)[C@@H](C)CN([C@@H](C)CO)C(=O)c2cc(NC(=O)Nc3ccc4c(c3)OCO4)ccc2O1	-0.7

The last 3 entries of the part above come first, to join the parts:
No.	Compound	BioA inh
38	O=C(N[C@H]1C=C[C@@H](CC(=O)N2CCOCC2)O[C@H]1CO)c1cccc(F)c1	-1.3
39	O=C(Nc1ccc2c(c1)[C@H]1C[C@H](CC(=O)N3CCOCC3)O[C@H](CO)[C@H]1O2)C1CCOCC1	0.0
40	C[C@@H]1CCCCO[C@@H](CN(C)Cc2ccncc2)[C@@H](C)CN([C@@H](C)CO)C(=O)c2cc(NC(=O)Nc3ccc4c(c3)OCO4)ccc2O1	-0.7
41	COc1ccc(-c2ccc3c(c2)O[C@H](CN(C)CC2CCOCC2)[C@H](C)CN([C@@H](C)CO)S3(=O)=O)cc1	2.5
42	C[C@@H]1CN([C@@H](C)CO)C(=O)Cc2cc(N(C)C)ccc2O[C@H]1CN(C)C(=O)Nc1ccc2c(c1)OCO2	0.7
43	COc1ccc(NC(=O)N(C)C[C@H]2Oc3ncc(C#CC(C)C)cc3C(=O)N([C@H](C)CO)C[C@H]2C)cc1	-0.9
44	C[C@@H]1CN([C@@H](C)CO)S(=O)(=O)c2ccc(C#CC3CC3)cc2O[C@H]1CN(C)C(=O)c1cccc(F)c1	-1.3
45	O=C(C[C@@H]1CC[C@H]2NC[C@@H](O)COC[C@@H]2O1)NCCN1CCCCC1	-0.9
46	CN1C(=O)c2cc(NC(=O)c3cccs3)ccc2OC[C@H]2O[C@H](CC(=O)N3CCCCC3)CC[C@@H]21	1.2
47	C[C@H](CO)N1C[C@H](C)[C@H](CN(C)C(=O)CN(C)C)Oc2ncc(C3=CCCC3)cc2C1=O	-1.1
48	N#C[C@H]1[C@@H](c2ccccc2)[C@H](CO)N1C(=O)c1cccnc1	-0.3
49	COc1ccc(C#Cc2ccc([C@@H]3[C@@H](CO)N4CCCCN(C(=O)Cc5cccnc5)C[C@@H]34)cc2)cc1	0.6
50	C[C@@H]1CN([C@@H](C)CO)C(=O)c2cc(-c3ccccc3)cnc2O[C@@H]1CN(C)C(=O)C1CCCCC1	-1.1
51	C[C@H](CO)N1C[C@H](C)[C@@H](CN(C)C(=O)CC2CC2)Oc2ncc(C#CC(C)(C)O)cc2C1=O	-0.8
52	O=S(=O)(c1ccc(F)cc1)N1CCCCN2[C@H](CO)[C@@H](c3ccc(-c4ccccc4F)cc3)[C@H]2C1	-4.3
53	CO[C@@H]1CN(C)C(=O)c2ccc(NC(=O)c3ccc(F)cc3)cc2OC[C@@H](C)N(C(C)=O)C[C@@H]1C	-0.2
54	C[C@H](CO)N1C[C@H](C)[C@@H](CN(C)S(=O)(=O)c2ccc(Cl)cc2)Oc2ccc(NC(=O)CCCN(C)C)cc2CC1=O	2.2
55	CO[C@H](C(=O)N(C)C[C@H]1OCc2ccccc2-c2ccccc2C(=O)N([C@H](C)CO)C[C@H]1C)c1ccccc1	-0.2
56	C[C@H]1CN([C@@H](C)CO)C(=O)c2cccc(NC(=O)c3nc4ccccc4s3)c2O[C@@H]1CN(C)Cc1ccccc1	-2.4
57	Cc1noc(C)c1NC(=O)Nc1ccc2c(c1)C(=O)N(C)[C@H]1CC[C@@H](CC(=O)NCc3ccc(Cl)cc3)O[C@@H]1CO2	0.1
58	CC(=O)N1[C@@H]2Cn3c(ccc(C4=CCCCC4)c3=O)[C@H]1[C@@H](C(=O)N[C@@H](C)c1ccccc1)[C@@H]2CO	0.9
59	O=C(Nc1ccccc1)Nc1ccc2c(c1)[C@@H]1C[C@H](CC(=O)N3CCCCC3)O[C@@H](CO)[C@@H]1O2	0.1
60	CN1C(=O)c2cc(NC(=O)c3ccc(F)c(F)c3)ccc2OC[C@@H]2O[C@@H](CC(=O)N[C@@H]3CCN(Cc4ccccc4)C3)CC[C@@H]21	-0.9
61	C[C@@H]1CCCCO[C@@H](CN(C)Cc2ccccc2)[C@H](C)CN([C@H](C)CO)C(=O)c2cc(NC(=O)Nc3ccccc3)ccc2O1	-0.9
62	O=C(C[C@@H]1C[C@@H]2c3cc(NS(=O)(=O)c4ccc(F)cc4)ccc3O[C@@H]2[C@@H](CO)O1)NCc1ccc(-c2ccccc2)cc1	-1.7
63	C[C@H](CO)N1C[C@H](C)[C@@H](CN(C)C(=O)c2ccc(F)cc2)Oc2ncc(-c3ccncc3)cc2C1=O	0.6
64	C[C@@H]1CCCCO[C@H](CN(C)C(=O)NC2CCCCC2)[C@H](C)CN([C@@H](C)CO)C(=O)c2cc(NS(=O)(=O)c3ccccc3)ccc2O1	5.1
65	CCC(=O)N1C[C@@H](C)[C@@H](OC)CN(C)C(=O)c2cc(NC(=O)Nc3ccccc3)ccc2OC[C@@H]1C	1.0
66	Cc1ccc(S(=O)(=O)Nc2ccc3c(c2)C(=O)N(C)[C@H]2CC[C@H](CC(=O)NCCc4ccncc4)O[C@H]2CO3)cc1	0.9
67	CCCN(C)C[C@@H]1Oc2cc(-c3ccccc3F)ccc2S(=O)(=O)N([C@@H](C)CO)C[C@@H]1C	-1.0
68	C[C@H]1CN([C@@H](C)CO)S(=O)(=O)c2ccc(-c3ccncc3)cc2O[C@@H]1CN(C)Cc1ccccc1	1.8
69	CCCC(=O)N1C[C@H]2[C@@H](c3ccccc31)[C@H](CO)N2C(=O)Nc1ccccc1	-5.3
70	C/C=C/c1ccc2c(c1)O[C@@H](CN(C)C(C)=O)[C@H](C)CN([C@@H](C)CO)S2(=O)=O	1.3
71	Cc1ccc(S(=O)(=O)N(C)C[C@H]2OCCCC[C@@H](C)Oc3ccc(NC(=O)NC(C)C)cc3C(=O)N([C@@H](C)CO)C[C@H]2C)cc1	0.3
72	CN(C)CCCNC(=O)C[C@H]1CC[C@@H]2[C@H](COC[C@@H](O)CN2Cc2cccc(C(F)(F)F)c2)O1	0.0
73	CCCN(C)C[C@H]1Oc2cc(-c3ccccc3OC)ccc2S(=O)(=O)N([C@H](C)CO)C[C@H]1C	-1.4
74	CCS(=O)(=O)Nc1ccc2c(c1)C(=O)N(C)[C@H]1CC[C@@H](CC(=O)NC)O[C@H]1CO2	-4.8
75	C[C@@H]1CN([C@H](C)CO)C(=O)c2cc(/C=C/c3ccccc3)cnc2O[C@@H]1CN(C)Cc1ccc2c(c1)OCO2	-0.5
76	COc1ccccc1CNC(=O)C[C@@H]1C=C[C@H](NC(=O)CC2CC2)[C@H](CO)O1	0.6
77	C[C@@H]1CN([C@@H](C)CO)S(=O)(=O)c2ccc(-c3ccc(C(=O)N(C)C)cc3)cc2O[C@@H]1CN(C)C(=O)Nc1ccccc1F	2.1
78	COCC(=O)N(C)C[C@H]1Oc2cc(-c3ccccc3)ccc2S(=O)(=O)N([C@H](C)CO)C[C@H]1C	1.4
79	O=C(NCC[C@H]1CC[C@@H](NS(=O)(=O)c2cccc(F)c2)[C@@H](CO)O1)C1CCOCC1	0.9
80	C[C@@H]1CCCCO[C@@H](CN(C)CC2CCCCC2)[C@@H](C)CN([C@H](C)CO)C(=O)c2cc(NS(=O)(=O)c3ccc(F)cc3)ccc2O1	-2.0
81	N#C[C@H]1[C@@H](c2ccc(C#Cc3ccccc3F)cc2)[C@H](CO)N1C(=O)c1cccnc1	0.0
